# Screening data deposited in PubChem BioAssay by National Center for Advancing Translational Sciences (NCATS).
# HT1080NT lethal – kills 2HG-producing HT-1080-NT fibrosarcoma cells; HT-1080-NT fibrosarcoma viability, CellTiter-Glo ATP luminescence, 48 h; Potency, µM (top dose mostly 46.1 µM), without a hit: at the highest dose activity, negative = less viability, actives largely listed as cytotoxic; hit rate 1.6% among 360,000; AID 686970;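 note: NT is the 2HG producing partner of a matched IDH1 knockdown line; 0% = DMSO-treated cells and -100% = media-only wells without cells; nearly all actives have a fitted effect of over 55% in size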
#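 Read-out is CellTiter-Glo luminescence after 10 minutes at room temperature, following 48 hours' compound treatment of HT-1080-NT cells (750 cells/well, RPMI, 5% FBS, 37 degrees C).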
# KB-3-1 tox – KB-3-1 parental cell cytotoxicity; AID 1347075; KB-3-1 viability, CellTiter-Glo ATP luminescence, 72 h; Potency, µM (titrated, usually from 46.1 µM), inactives show top-dose activity change, negative = cytotoxic, actives largely listed as cytotoxic; hit rate 1.4% among 400,000; note: nearly all actives have a fitted effect of over 60% in size
#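 Viability of parental KB-3-1 cells, measured by CellTiter-Glo luminescence, followed a 72 h incubation at 37 °C with pinned compounds in phenol-red-free DMEM containing 10% FBS.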
# HT1080 IDH1KD tx – toxicity to HT-1080 IDH1 knockdown cells (counter line); HT-1080 IDH1 knockdown viability, ATP luminescence, 48 h; Potency, µM (top dose mostly 46.1 µM), inactives show at the highest dose activity, negative = toxicity, actives largely listed as cytotoxic; hit rate 2% among 360,000; AID 686971;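 note: 0% = DMSO wells and -100% = cell-free medium wells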
#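 In this qHTS, HT-1080 cells depleted of IDH1 are exposed for 48 h at 37 °C to compound titrations. Toxicity is scored from CellTiter-Glo luminescence, with DMSO as full viability and medium alone as none.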
# Numbers without * were called inactive; i = inactive; ? = inconclusive; . = no result given; [ ] = another dose, or the depositor's remark. Calls come from the whole dose curve; as a rule, active = well fitted curve in the direction sought with a large enough effect; inconclusive = small, poorly fitted or top-dose-only effect, or another doubt; inactive = no such curve, though single readings can be large; an effect the other way counts as inactive or inconclusive. Unless noted, % is set by controls: 0 for no effect and ±100 for the full control effect; potency is the fitted concentration of half-maximal effect. The list is partial; the hit share may differ from the screen's.
SMILES,HT1080NT lethal,KB-3-1 tox,HT1080 IDH1KD tx
COc1ccc(-c2ccc3ncnc(NCC4CCCO4)c3c2)cc1OC (stereo not given),.,?,.
N#Cc1ccc(OC2=NS(=O)(=O)c3ccccc32)cc1,.,-6%,.
Cc1nc(Nc2nc3ccccc3o2)nc2c1CCCC2,.,0%,.
CC(=O)N1CCN(c2cccc(Nc3nn4c(=O)c5ccccc5nc4s3)c2)CC1,.,-19%,.
CN(C)c1cccc(S(=O)(=O)N2CCCN(S(=O)(=O)c3ccc4c(c3)OCCO4)CC2)c1,.,-11%,.
O=C(Nc1ccc(-c2nc3ccccc3[nH]2)cc1)c1ccncc1,.,-9%,.
Cc1ccc(-c2cnc(N3CCC(C(N)=O)CC3)s2)cc1,.,-12%,.
Cc1ccc(/C=C/C(=O)Nc2cccc([S+](=O)([O-])Nc3ccccc3F)c2)cc1,.,17%,.
O=C(/C=C/c1cccc(Cl)c1)Nc1cccc([S+](=O)([O-])Nc2ccccc2F)c1,.,-22%,.
Cc1ccc(NS(=O)(=O)c2cc3c(cc2F)NC(=O)CC3)cc1Cl,.,?,.
O=C1Cc2cc(S(=O)(=O)N3CCN(c4ccc(Cl)cc4)CC3)ccc2N1,.,i,.
O=S1(=O)N=C(Oc2ccccc2-c2ccccc2)c2ccccc21,.,0%,.
O=C(Nc1ccc2ccccc2c1)Nc1nnc(-c2cccnc2)s1,.,?,.
COc1cc(O)c(C(CC(=O)N2CCC(C)CC2)c2ccc(OC)c(OC)c2)c(OC)c1 (stereo not given),.,i,.
Cn1ncc2ccc(-c3ccc4ncnc(NCc5cccs5)c4c3)cc21,.,?,.
COc1ccc(C(=O)Nc2ccc(-c3nc4ccccc4[nH]3)cc2)cc1OC,.,28%,.
CN(Cc1cccs1)c1ncnc2ccc(-c3ccc4cn(C)nc4c3)cc12,.,?,.
CNc1cccc(S(=O)(=O)N2CCCN(S(=O)(=O)c3ccc4c(c3)OCCO4)CC2)c1,.,-18%,.
O=C(Nc1ccc(Oc2ccccc2)cc1)Nc1nnc(-c2ccncc2)s1,.,?,.
O=C(Nc1ccc2ccccc2c1)Nc1nnc(C2CCCCC2)s1,.,0%,.
NCCNc1ncnc2ccc(-c3ccc4c(c3)OCO4)cc12,.,?,.
CC(=O)C1CCN(c2ncc(-c3cccc(N(C)C)c3)s2)CC1,.,41%,.
N#Cc1cccc(NS(=O)(=O)c2ccc3c(c2)CCC(=O)N3)c1,.,?,.
Cc1ccnc(NC(=S)N2CCN(c3ccc(O)cc3)CC2)c1,.,18%,.
O=C(Nc1ccc2ccccc2c1)Nc1nnc(-c2ccccn2)s1,.,?,.

# Ordered by formula weight (descending): part of the list above
SMILES,HT1080NT lethal,KB-3-1 tox,HT1080 IDH1KD tx
Cc1ccc(/C=C/C(=O)Nc2cccc([S+](=O)([O-])Nc3ccccc3F)c2)cc1,.,17%,.
NCCNc1ncnc2ccc(-c3ccc4c(c3)OCO4)cc12,.,?,.
Cc1nc(Nc2nc3ccccc3o2)nc2c1CCCC2,.,0%,.

# New compounds follow:
SMILES,HT1080NT lethal,KB-3-1 tox,HT1080 IDH1KD tx
NC(=O)c1c(NC(=O)c2ccncn2)sc2c1CCCC2,.,?,.
O=C(NC(c1ccco1)c1cc(Cl)c2cccnc2c1O)c1ccccc1 (stereo not given),.,?,.
Cc1ccnc(NC(=S)N2CCN(c3ccc(Cl)cc3)CC2)c1,.,11%,.
CC(C)(C)OC(=O)NCCCNc1ncnc2ccc(-c3ccc4c(c3)OCO4)cc12,.,?,.
O=C(N/C=C/c1ccccc1)c1cccc([S+](=O)([O-])Nc2ccccc2F)c1,.,54%,.
CCc1ccc(-c2nn3c(C)nnc3s2)cc1NC(=O)c1ccc(-c2cccc(Cl)c2)o1,.,-4%,.
FC1(F)Oc2ccc(-c3ccc4ncnc(NCc5cccs5)c4c3)cc2O1,.,?,.
CN1CCN(c2cccc(Nc3nn4c(=O)c5ccccc5nc4s3)c2)CC1,.,-22%,.
Cc1ccc(N2CCN(S(=O)(=O)c3ccc4c(c3)CC(=O)N4)CC2)cc1,.,i,.
Cc1ccc(NS(=O)(=O)c2ccc3c(c2)C(Cl)(Cl)C(=O)N3)cc1C,.,15%,.
O=C(Cc1ccccc1)NC(c1ccco1)c1cc(Cl)c2cccnc2c1O (stereo not given),.,-21%,.
CN(C)c1cccc(-c2cnc(N3CCC(c4ncc[nH]4)CC3)s2)c1,.,0%,.
O=[S+]([O-])(Nc1ccccc1F)c1cccc(NC/C=C/c2ccccc2)c1,.,1%,.
Cc1ccc(C)c(SC2=NS(=O)(=O)c3ccccc32)c1,.,2%,.
CCOc1ccc(C(=O)Nc2ccc(-c3nc4ccccc4[nH]3)cc2)cc1Cl,.,0%,.
Cc1cc(NS(=O)(=O)c2ccc3c(c2)CCC(=O)N3)ccc1F,.,5%,.
Cc1ccc(NS(=O)(=O)c2ccc3c(c2)N(C)C(=O)CO3)cc1C,.,-2%,.
COc1ccc(C2Nc3ccccc3C(=O)N2Cc2ccccc2)cc1COc1ccc(NC(C)=O)cc1 (stereo not given),.,-10%,.
COc1cc(-c2ccc3ncnc(NCc4cccs4)c3c2)cc(OC)c1OC,.,-26%,.
COc1ccc(NS(=O)(=O)c2ccccc2)cc1NS(=O)(=O)c1ccccc1,.,23%,.
Cc1ccccc1N(C)C1=N[S+](=O)([O-])c2ccccc21,.,0%,.
O=C(CSc1nc2ccccc2[nH]1)N1CCOCC1,.,26%,.
Cc1ccc(C(=O)NC(c2ccco2)c2cc(Cl)c3cccnc3c2O)cc1 (stereo not given),.,-9%,.
CN(C)CCNc1ncnc2ccc(-c3ccc4c(c3)OCO4)cc12,.,0%,.
COc1cc(O)c(C(CC(=O)N2CCC(Cc3ccccc3)CC2)c2ccc(C)cc2)c(OC)c1 (stereo not given),.,?,.

# Additional results follow.
SMILES,HT1080NT lethal,KB-3-1 tox,HT1080 IDH1KD tx
NC(=O)C1CCN(c2nccc(-c3ccc4c(c3)OCCO4)n2)CC1,.,9.2µM*,.
C[C@@H](NC(c1ccc(F)cc1)c1ccc2cccnc2c1O)c1ccccc1 (stereo not given in full),.,?,.
CN(C)c1cccc(-c2nnc(N3CCC(C(N)=O)CC3)s2)c1,.,0%,.
O=C(Nc1nnc(-c2ccncc2)s1)Nc1ccc(Cl)cc1F,.,8%,.
Cc1ccc(NS(=O)(=O)c2cc3c(cc2Cl)CCC(=O)N3)cc1Cl,.,20%,.
Cc1cc(C)n2ncc(C(=O)Nc3cccc(C#N)c3)c2n1,.,0%[9.22 µM],.
O=C(Nc1ccc2ccccc2c1)Nc1nnc(-c2ccccc2)s1,.,29%,.
C[C@H](NC(c1ccc(F)cc1)c1ccc2cccnc2c1O)c1ccccc1 (stereo not given in full),.,?,.
O=C1CCc2cc(S(=O)(=O)Nc3ccc4c(c3)CCC4)ccc2N1,.,6%,.
COc1cc(O)c(C(CC(=O)N2CCOCC2)c2ccc(OC)c(OC)c2)c(OC)c1 (stereo not given),.,i,.
O=C(/C=C/c1cccnc1)Nc1cccc([S+](=O)([O-])Nc2ccccc2F)c1,.,14%,.
COc1cc2ncnc(N(C)Cc3cccs3)c2cc1-c1ccc2c(c1)OCO2,.,-1%,.
Cc1c(Cl)cccc1NS(=O)(=O)c1cc2c(cc1F)NC(=O)CC2,.,14%,.
CCn1c2ccccc2c2nnc(SC3CCOC3=O)nc21 (stereo not given),-4%,.,10%
Cc1ccc(Nc2c(-c3ccc(C)o3)nc3ccccn23)cc1,-13%,.,-16%
CCOc1ccccc1-c1ccc(C(=O)NCc2ccc(Cl)cc2)o1,-5%,.,-7%
Cc1cccc(S(=O)(=O)N2CCN(c3nc(-c4cccs4)nc4ccccc34)CC2)c1,1%,.,-2%
COc1ccc(CCn2c3c(c(=O)[nH]c2=S)CN(C)CN3)cc1OC,14%,.,16%
CCCC[C@@H]1CNC(=O)C(=O)N1CCc1cccc(F)c1,-13%,.,-3%
COc1ccc(CN(Cc2ccccc2)C(=O)c2ccncc2)cc1COc1ccc(NC(C)=O)cc1,0%,.,3%
NS(=O)(=O)c1ccc(S(=O)(=O)N2CCN(c3nc(-c4ccccc4)nc4ccccc34)CC2)cc1,-16%,.,-23%
COc1ccc(/C=C/C(=O)c2c(O)c(OC)c3occc3c2OC)cc1OC,18µM*,.,11µM*
CC1=C(C(=O)N2CCCCCC2)CC(CC(=O)NC2CCCCC2)C(=O)N1Cc1ccc(F)cc1 (stereo not given),-18%,.,-16%
CC1(C)CCc2cc(O)ccc2O1,14%,.,20%
Cc1ccc(S(=O)(=O)N2CCN(c3nc(-c4cscn4)nc4ccccc34)CC2)cc1,-16%,.,1%

# As a short view, some entries already given:
SMILES,HT1080NT lethal,KB-3-1 tox,HT1080 IDH1KD tx
COc1ccc(-c2ccc3ncnc(NCC4CCCO4)c3c2)cc1OC (stereo not given),.,?,.
N#Cc1ccc(OC2=NS(=O)(=O)c3ccccc32)cc1,.,-6%,.
Cc1nc(Nc2nc3ccccc3o2)nc2c1CCCC2,.,0%,.
CC(=O)N1CCN(c2cccc(Nc3nn4c(=O)c5ccccc5nc4s3)c2)CC1,.,-19%,.
CN(C)c1cccc(S(=O)(=O)N2CCCN(S(=O)(=O)c3ccc4c(c3)OCCO4)CC2)c1,.,-11%,.
O=C(Nc1ccc(-c2nc3ccccc3[nH]2)cc1)c1ccncc1,.,-9%,.
Cc1ccc(-c2cnc(N3CCC(C(N)=O)CC3)s2)cc1,.,-12%,.
Cc1ccc(/C=C/C(=O)Nc2cccc([S+](=O)([O-])Nc3ccccc3F)c2)cc1,.,17%,.
O=C(/C=C/c1cccc(Cl)c1)Nc1cccc([S+](=O)([O-])Nc2ccccc2F)c1,.,-22%,.
Cc1ccc(NS(=O)(=O)c2cc3c(cc2F)NC(=O)CC3)cc1Cl,.,?,.
O=C1Cc2cc(S(=O)(=O)N3CCN(c4ccc(Cl)cc4)CC3)ccc2N1,.,i,.
O=S1(=O)N=C(Oc2ccccc2-c2ccccc2)c2ccccc21,.,0%,.
O=C(Nc1ccc2ccccc2c1)Nc1nnc(-c2cccnc2)s1,.,?,.
COc1cc(O)c(C(CC(=O)N2CCC(C)CC2)c2ccc(OC)c(OC)c2)c(OC)c1 (stereo not given),.,i,.
Cn1ncc2ccc(-c3ccc4ncnc(NCc5cccs5)c4c3)cc21,.,?,.
COc1ccc(C(=O)Nc2ccc(-c3nc4ccccc4[nH]3)cc2)cc1OC,.,28%,.
CN(Cc1cccs1)c1ncnc2ccc(-c3ccc4cn(C)nc4c3)cc12,.,?,.
CNc1cccc(S(=O)(=O)N2CCCN(S(=O)(=O)c3ccc4c(c3)OCCO4)CC2)c1,.,-18%,.
O=C(Nc1ccc(Oc2ccccc2)cc1)Nc1nnc(-c2ccncc2)s1,.,?,.
O=C(Nc1ccc2ccccc2c1)Nc1nnc(C2CCCCC2)s1,.,0%,.
NCCNc1ncnc2ccc(-c3ccc4c(c3)OCO4)cc12,.,?,.
CC(=O)C1CCN(c2ncc(-c3cccc(N(C)C)c3)s2)CC1,.,41%,.
N#Cc1cccc(NS(=O)(=O)c2ccc3c(c2)CCC(=O)N3)c1,.,?,.
Cc1ccnc(NC(=S)N2CCN(c3ccc(O)cc3)CC2)c1,.,18%,.
O=C(Nc1ccc2ccccc2c1)Nc1nnc(-c2ccccn2)s1,.,?,.

# Continuation.
SMILES,HT1080NT lethal,KB-3-1 tox,HT1080 IDH1KD tx
CCCCCCOc1ccc(CC(=O)O)cc1,13%,.,16%
O=C(Nc1ccccc1)c1ccccc1OCc1ccccc1,14%,.,21%
O=C(COc1ccccc1C(=O)Nc1ccccc1)NCCCCc1ccccc1,-11%,.,-24%
CCCCN1C(=O)C(CC(=O)NC2CCCC2)CC(C(=O)N2CCCCCC2)=C1C (stereo not given),-4%,.,4%
O=C(c1ccc2c(=O)n(CCc3ccccc3)c(=O)[nH]c2c1)N1CCN(C(=O)c2ccco2)CC1,10%,.,21%
CCCCN1C(=O)C(CC(=O)NC2CCCCC2)CC(C(=O)N2CCCCCC2)=C1C (stereo not given),1%,.,-5%
COc1cc2nc(N3CCCN(C)CC3)nc(NC3CCN(C)CC3)c2cc1OC,-9%,.,-11%
N#Cc1cccc(S(=O)(=O)N2CCN(c3nc(-c4cccs4)nc4ccccc34)CC2)c1,15%,.,0%
COc1cc2nc(N3CCOCC3)nc(NC3CC3)c2cc1OC,1%,.,0%
O=C(c1ccc2c(=O)n(Cc3ccco3)c(=S)[nH]c2c1)N1CCN(Cc2ccc3c(c2)OCO3)CC1,-10%,.,-11%
CN(C(=O)COC(=O)c1ccccc1OCC(=O)Nc1ccc(Br)cc1)c1ccccc1,-20%,.,-13%
CCCCOc1ccc(C(N)=O)cc1,1%,.,13%
CC(=O)NC(Cc1ccc(Cl)cc1)C(=O)NCC(N)C(=O)c1ccccc1 (stereo not given),9%,.,10%
CC1CCCCN1C(=O)c1cnn2c1NC(=C1CC1)C=C2C(F)F (stereo not given),7%,.,1%
